# High-throughput results from PubChem BioAssay.
# Growth percent in the NCI-60 one-dose screen (48 h, 10 µM unless noted): 100 = growth as untreated, 0 = no growth, -100 = all killed.
# HOP-92 = HOP-92 NSCLC cells | AID 1794738 | 71,000 tested, 6.3% active
# SK-MEL-5 = SK-MEL-5 melanoma | 80,000 tested, 6.4% active
# A549/ATCC = A549/ATCC NSCLC | AID 1794740 | 81,000 tested, 3.7% active
# EKVX = EKVX NSCLC; 71,000 tested, 3% active
# SK-MEL-28 = SK-MEL-28 melanoma | AID 1794761 | 81,000 tested, 4.1% active
# HOP-62 = HOP-62 NSCLC; AID 1794735; 80,000 tested, 3.9% active
# CCRF-CEM = CCRF-CEM leukemia. 77,000 tested, 7% active
# M14 = M14 melanoma; 80,000 tested, 6.2% active
# The depositor's hits bear a star; . = not tested or not shown; & = joins results of further samples; [ ] = another dose, or the depositor's remark. The calls were made as follows: active = growth percent below 10; inactive = the rest.
SMILES,HOP-92,SK-MEL-5,A549/ATCC,EKVX,SK-MEL-28,HOP-62,CCRF-CEM,M14
CC1=C(C)C(=O)OC([C@](C)(O)[C@]2(O)CC[C@@]3(O)[C@@H]4C[C@H]5O[C@]56CC=CC(=O)[C@]6(C)[C@H]4CC[C@]23COC(=O)c2ccc(C)o2)C1 (stereo partly specified),-59*,-81*,5.0*,-47*,-86*,-74*,0.2*,-0.8*
COc1ccc(C(=O)c2cc3c(N)c(C(=O)Nc4cccc(Br)c4C)sc3nc2C)cc1,14,-36*,17,38,62,29,9.3*,7.1*
CC(C)=CCC[C@H](C)c1ccc(C)c(CO)c1O,65,85,79,103,134,100,94,103
Cc1ccc(CNn2c(COc3ccccc3)nc3ccccc3c2=O)cc1,99,88,99,84,101,94,100,101
O=c1cc(Br)c(O)c(Br)cc1Br,.,109,98,101,117,103,106,94
CC(O)c1ccc(C(C)(C)C)cc1 (stereo unspecified),92,110,105,112,108,113,127,99
COc1cccc(-c2c(C#N)c(-c3ccccc3)nc3c2c(-c2ccccc2)nn3-c2ccccc2)c1,90,95,101,104,94,94,109,97
CCOC(=O)CCC(=O)/C=C\c1ccc2c(c1)OCO2,84,104,112,96,103,114,116,90
COc1cc(-c2nn(-c3ccc(Br)cc3)cc2CO)ccc1O,91,94,78,93,110,95,55,102
N#Cc1ccccc1-c1ccc(Cn2c(-c3cscn3)nc3c(Cl)cccc32)cc1,64,55,72,77,105,97,66,87
O=C(CN1N=C(c2ccccc2)CCC1=O)Nc1nc2ccccc2s1,95,86,93,56,101,80,92,96
COc1ccccc1S(=O)(=O)Nc1ccc2c(c1)CN(C)C(=O)N2,2.4*,40,51,.,49,44,49,48
CCCC[P+](CCCC)(CCCC)Cc1ccccc1,62,94&91,93&104,.,105&100,76&102,78,85&80
CCOC(=O)C(=O)N(CCC(=O)O)c1ccccc1,97,107,100,.,109,.,108,102
O=C1/C(=C/c2ccccc2)CCc2nc3ccccc3c(/C=C/c3ccccc3)c21,103,92,96,99,112,110,99,98

# 3 entries from above, reformatted.
structure | HOP-92 | SK-MEL-5 | A549/ATCC | EKVX | SK-MEL-28 | HOP-62 | CCRF-CEM | M14
CCOC(=O)C(=O)N(CCC(=O)O)c1ccccc1 | 97 | 107 | 100 | . | 109 | . | 108 | 102
CC(O)c1ccc(C(C)(C)C)cc1 (stereo unspecified) | 92 | 110 | 105 | 112 | 108 | 113 | 127 | 99
N#Cc1ccccc1-c1ccc(Cn2c(-c3cscn3)nc3c(Cl)cccc32)cc1 | 64 | 55 | 72 | 77 | 105 | 97 | 66 | 87

# Next results follow:
SMILES,HOP-92,SK-MEL-5,A549/ATCC,EKVX,SK-MEL-28,HOP-62,CCRF-CEM,M14
Clc1ccc(-c2ccccc2)nn1,107,105,99,89,108,93,105,101
CCN1Cc2nc3sc(C)c(C)c3c(=O)n2C=C1C,-15*,79,87,60,67,33,.,27
COc1ccc(C(Nc2ccccc2)C(=O)c2ccccc2)cc1 (stereo unspecified),52,85,84,59,98,87,77,94
O=S(=O)(c1ccccc1)n1c(Cl)cc2c1-c1oncc1CC2,93,100,92,87,104,.,94,101
O=C(Nc1ccc(-n2ccc3c(NC(=O)c4ccccc4)ncnc32)cc1)Nc1ccc(Cl)c(C(F)(F)F)c1,-8.5*,8.1*,-63*,8.3*,35,20,-14*,3.0*
N/N=C(\c1ccccc1)c1ccc(Cl)cc1,103,104,96,.,106,102,103,111
c1ccc(-c2nc(N3CCN(C(c4ccccc4)c4ccccc4)CC3)c3ccccc3n2)cc1,115,102,104,93,107,98,108,103
Nc1nonc1-c1nc2ccccc2[nH]1,101,96,95,.,107,104,110,106
COc1cc(OC)c2c(c1)O[C@@]1(OC)[C@H](c3ccccc3)CC(=O)[C@@]21O,101,104,102,96,118,106,106,105
Cc1cccc2c1CCCC2=O,.,107,107,113,123,101,84,102
O=CNc1ccc(S(=O)(=O)c2ccc([N+](=O)[O-])cc2)cc1,72,96,65,95,110,72,79,84
Nc1nn2c(-c3cc4cc(Br)ccc4oc3=O)ccnc2c1N=Nc1ccc(Cl)cc1,113,93,106,103,112,95,106,104
O=C1NC(=O)C(Cc2ccc(OCc3ccc(-c4ccc(Br)cc4)cc3)cc2)S1 (stereo unspecified),59,47,68,65,89,89,73,88
O=[N+]([O-])c1ccc(N/N=C/CCc2ccccc2)nc1,87,105,.,.,118,107,94,112
Clc1ccc(C2=Nn3c(Cc4ccccc4)nnc3SC2)cc1,.,98,97,89,105,111,109,116
CC1(C)CC[C@]2(C(=O)O)CC[C@]3(C)C(=CC[C@@H]4[C@@]5(C)CC[C@H](O)C(C)(C)[C@@H]5CC[C@]43C)C2C1 (stereo partly specified),47,19,39,63,68,88,34,49
Cc1cc(NCCN(C(C)C)C(C)C)nc(/N=C(\N)Nc2ccc(Cl)c(C(F)(F)F)c2)n1,-93*,-91*,-90*,-17*,-87*,-95*,-68*,-90*
CCOC(=O)c1cn(CCN(C(C)C)C(C)C)c2nc(NCc3ccc(OC)c(OC)c3)nn2c1=O,100,99,86,75,106,75,.,98
Cc1ccccc1C(C)(O)c1cnc(C)n1Cc1ccccc1 (stereo unspecified),45,98,103,85,98,111,99,104
CC(=O)NC(C)c1c(OC(C)=O)ccc2ccccc12 (stereo unspecified),100,103,92,108,111,95,96,102
CCC(C)C1NC(=O)C(CC(C)C)NC(=O)C(C)NC(=O)C(C(C)C)NC(=O)C(CCCCN)NC(=O)C(CC(C)C)NC(=O)C(C(C)C)NC(=O)[C@H](C)NC(=O)C(C(C)CC)NC(=O)C(CCCN=C(N)N)NC(=O)C(CCCCN)NC(=O)C(CCCN=C(N)N)NC(=O)C(CCCCN)NC(=O)C([C@H](C)CC)NC(=O)C(CCCCN)NC1=O (stereo partly specified),-22*,1.7*,22,15,41,.,9.0*,18
CCOC(=O)c1cccc([N+](=O)[O-])c1,93,101,88,98,110,91,103,103
COc1ccc(/C=C/C(=O)c2ccc(NC(=O)CN3C(=O)NC(C)(c4ccccc4)C3=O)cc2)cc1 (stereo unspecified),120,60,86,91,94,95,78,88
C=C(CN=[N+]=[N-])[C@@H]1CC[C@]2(C)[C@H](CC[C@@H]3[C@H]4[C@H]5OC(=O)[C@@]4(CCC5(C)C)CC[C@]32C)[C@@]1(C)CCC#N,65[100 µM],42[100 µM],79[100 µM],91[100 µM],98[100 µM],91[100 µM],75[100 µM],69[100 µM]
COc1ccc(C2CC(=O)N(c3ccc(F)cc3)C3=C2C(=O)OC3)cc1 (stereo unspecified),.,.,98,98,104,99,88,127
CCOC(=O)c1ccc(N=CNc2ccc(C(=O)OCC)cc2)cc1,57,.,93,110,123,96,80,109
Cc1c(-c2nnc(SCc3ccccc3)o2)sc2nc3ccccc3n12,95,96,101,100,112,125,95,105
COc1ccc(-n2c(=S)sc3c(Cl)nc(C)nc32)c(OC)c1,54,80,91,49,-3.3*,90,-1.3*,-19*
O=c1c2sc3ncc(Cl)cc3c2ncn1-c1ccccc1,97,111,107,.,102,111,.,100
N#Cc1c(-c2ccccc2)cc(-c2ccccc2)n(CCCCC(=O)NO)c1=O,16,-53*,42,31,18,21,12,19
CC(=O)Nc1nonc1-c1nc2ccccc2n1Cc1ccccn1,.,100,97,.,104,97,95,112
O=C(C[n+]1ccc(-c2ccncc2)cc1)c1ccc(O)c(O)c1,98,103,105,97,108,103,97,98
CS(=O)(=O)Nc1cc(-c2ccc3ncc(C#N)c(NCc4ccccc4O)c3c2)cnc1Cl,-11*,-90*,16,4.9*,5.1*,3.6*,20,.
O=C1N(Cc2ccc3ccccc3c2)c2ccc(Cl)cc2C12NCCc1cc(O)ccc12 (stereo unspecified),104,92,99,94,99,95,84,93
N#Cc1c(N2CCCCC2)nc(=S)[nH]c1-c1ccccc1,55,80,89,79,95,92,75,102
COc1cc2nc(SCc3cc(OC)c(OC)c(OC)c3)n(-c3ccccc3)c(=O)c2cc1OC,91,89,98,.,103,96,96,107
Nc1ccc(S(=O)O)cc1,103,100,82,101,109,87,101,100
COc1cc2cc(/C=C/C(=O)c3ccc(Nc4nccc(-c5ccc(Cl)cc5)n4)cc3)c(=O)[nH]c2cc1OC,97,102,.,98,111,104,62,99
BrCCCCc1ccccc1,72,103,100,.,106,89,100,108
COc1cc2c(cc1OC)N(CCO)C1=C(C(=O)OC1)C2c1ccc(Cl)c(Cl)c1 (stereo unspecified),.,100,99,87,120,98,93,112
CC(=O)OC(C)c1ccccc1 (stereo unspecified),98,102,92,.,109,99,98,112
COc1ccc(C2NC(=O)C(C#N)c3c2sc2c(F)cccc32)c(OC)c1 (stereo unspecified),42,82,58,80,55,57,72,38
N#C/C(=C\c1ccc(O)cc1)n1nnc2ccccc21,67,98,86,83,82,95,62,70
Cc1ccc(-c2c3c(nc4c2c(C)nn4-c2ccccc2)NC2(CCSCC2)NC3)cc1,71,103,73,77,111,88,75,98
Cc1ccc(C2=Nc3c(N)ncnc3NC(c3cccc(Nc4ccnc5cc(C(F)(F)F)ccc45)c3)C2)cc1 (stereo unspecified),2.9*,12,25,25,52,41,4.6*,16
N#Cc1c(-c2ccc(Cl)cc2)cc(-c2cc(O)ccc2O)nc1N,.,-80*,40,43,18,.,.,2.5*
CCn1c(O)c(N=Nc2ccc(S(N)(=O)=O)cc2)c2ccccc21,98,104,95,87,117,100,85,102
COc1cc(C2CC(c3ccc(Oc4ccc(Br)cc4)cc3)=NN2c2nc(-c3ccc(F)cc3)c(C#N)c(N3CCOCC3)n2)cc(OC)c1OC (stereo unspecified),.,98,94,98,103,95,108,99
COc1ccc(-c2cc(-c3cc(OC)c(OC)c(OC)c3)nc(N3CCOCC3)c2C#N)cc1,58,75,60,65,57,89,90,90
COc1ccc(C2OCC(C)(C)C(C(C)C)O2)cc1 (stereo unspecified),125,103,102,101,109,100,101,103
Cc1ccccc1Cc1ccccc1,96,104,89,103,103,99,90,106
O=C(CN1C(=O)c2ccccc2C1=O)NC(Cc1ccccc1)C(=O)O (stereo unspecified),87,124,108,102,106,108,89,117
CC(C)(C)CC(C)(C)Cc1ccc(OCCOCC[N+](C)(C)Cc2ccccc2)cc1,-7.7*,-99*,72,75,21,66,10,7.3*
COc1ccccc1/C=N/Nc1nc(C)cc(=O)[nH]1,92,116,106,111,108,113,95,119
OC(CN1CCCC2CCCCC21)c1cc2ccccc2c2ccccc12 (stereo unspecified),25,-85*,52,42,49,11,68,-70*

# Filtered by structure, those above containing a cyano group (eleven)
SMILES,HOP-92,SK-MEL-5,A549/ATCC,EKVX,SK-MEL-28,HOP-62,CCRF-CEM,M14
COc1cccc(-c2c(C#N)c(-c3ccccc3)nc3c2c(-c2ccccc2)nn3-c2ccccc2)c1,90,95,101,104,94,94,109,97
N#Cc1ccccc1-c1ccc(Cn2c(-c3cscn3)nc3c(Cl)cccc32)cc1,64,55,72,77,105,97,66,87
C=C(CN=[N+]=[N-])[C@@H]1CC[C@]2(C)[C@H](CC[C@@H]3[C@H]4[C@H]5OC(=O)[C@@]4(CCC5(C)C)CC[C@]32C)[C@@]1(C)CCC#N,65[100 µM],42[100 µM],79[100 µM],91[100 µM],98[100 µM],91[100 µM],75[100 µM],69[100 µM]
N#Cc1c(-c2ccccc2)cc(-c2ccccc2)n(CCCCC(=O)NO)c1=O,16,-53*,42,31,18,21,12,19
CS(=O)(=O)Nc1cc(-c2ccc3ncc(C#N)c(NCc4ccccc4O)c3c2)cnc1Cl,-11*,-90*,16,4.9*,5.1*,3.6*,20,.
N#Cc1c(N2CCCCC2)nc(=S)[nH]c1-c1ccccc1,55,80,89,79,95,92,75,102
COc1ccc(C2NC(=O)C(C#N)c3c2sc2c(F)cccc32)c(OC)c1 (stereo unspecified),42,82,58,80,55,57,72,38
N#C/C(=C\c1ccc(O)cc1)n1nnc2ccccc21,67,98,86,83,82,95,62,70
N#Cc1c(-c2ccc(Cl)cc2)cc(-c2cc(O)ccc2O)nc1N,.,-80*,40,43,18,.,.,2.5*
COc1cc(C2CC(c3ccc(Oc4ccc(Br)cc4)cc3)=NN2c2nc(-c3ccc(F)cc3)c(C#N)c(N3CCOCC3)n2)cc(OC)c1OC (stereo unspecified),.,98,94,98,103,95,108,99
COc1ccc(-c2cc(-c3cc(OC)c(OC)c(OC)c3)nc(N3CCOCC3)c2C#N)cc1,58,75,60,65,57,89,90,90

# Outcome played no part in choosing rows (roughly 12% active in at least one column).
